Abeta rescue: qHTS for compounds that reverse cellular toxicity of Amyloid beta (A-beta) peptide in yeast: Primary Screen; yeast expressing A-beta42, growth rescue, OD600, 48 h; response scale: 0% DMSO, 100% iron-clioquinol control; 410,000 tested, 0.063% active; AID 1347071, 2019; Potency, µM (highest dose often 46.1 µM), without a hit: top-dose growth rescue, usual class: activators; also: potency is read from the fitted curve at half-maximal effect; nearly all actives have a fitted effect of over 55% in size
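Yeast A-beta toxicity model in growth medium with pinned compounds, 48 h at 30 C; growth read as absorbance at 600 nm. Normalized to FeCl3/clioquinol equimolar mix (positive) and DMSO (negative).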
DRD3 antagonist: qHTS of D3 Dopamine Receptor Antagonist: qHTS. AID 652054, 2013. max response, negative = inhibition, %. D(3) dopamine receptor (Homo sapiens), P35462. 360,000 tested, 2.5% active. D3R cells, DiscoveRx beta-arrestin luminescence, antagonist mode; hits give low values; in the data active = max response below about -50%; inconclusive = no clear call, values can overlap the other calls; also: % is scaled to controls: 0 for no effect and ±100 for the full control effect; mostly tested at two doses, the higher about 12 µM
Target sequence (P35462 whole entry, looked up): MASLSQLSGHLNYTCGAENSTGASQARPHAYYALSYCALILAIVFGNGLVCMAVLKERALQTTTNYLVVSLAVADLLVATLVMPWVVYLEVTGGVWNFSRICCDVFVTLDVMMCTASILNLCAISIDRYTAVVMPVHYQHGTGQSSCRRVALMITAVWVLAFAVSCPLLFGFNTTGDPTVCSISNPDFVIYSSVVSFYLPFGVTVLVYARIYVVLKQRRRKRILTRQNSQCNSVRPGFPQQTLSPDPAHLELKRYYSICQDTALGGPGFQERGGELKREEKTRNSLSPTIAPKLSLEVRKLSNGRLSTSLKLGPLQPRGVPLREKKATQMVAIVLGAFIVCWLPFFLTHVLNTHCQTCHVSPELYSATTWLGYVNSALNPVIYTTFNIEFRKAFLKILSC
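Cells expressing the human receptor were seeded at 1500 cells/well, incubated overnight at 37 degrees C in 5% CO2, then exposed to library compounds with dopamine controls for 90 minutes at 37 degrees C before luminescent detection.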
EPAC2 antag: qHTS for Antagonist of cAMP-regulated guanine nucleotide exchange factor 2 (EPAC2): primary screen; Rap guanine nucleotide exchange factor 4 (Homo sapiens), Q8WZA2; EPAC2 GEF exchange of Rap1B-BODIPY-GDP, fluorescence; Potency, µM (titrated, usually from 114 µM), for the others: at the highest dose activity, negative = inhibition, actives largely listed as inhibitors; 360,000 tested, 0.18% active; AID 720708, 2013; also: potency is read from the fitted curve at half-maximal effect; % is scaled to controls: 0 for no effect and ±100 for the full control effect; nearly all actives have a fitted effect of over 45% in size; many of its hits are not listed in these tables
FUS suppressor: qHTS for Suppressors of FUS Proteinopathy: Primary screen using FUS-linked yeast assay | S. cerevisiae FUS-expressing, growth rescue, OD600, 24 h | AID 1347120, 2019 | Potency, µM (top dose mostly 76.6 µM), for the others: at the highest dose growth rescue (activation), usual class: activators | 390,000 tested, 0.24% active;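 also: potency is read from the fitted curve at half-maximal effect; plate controls were DMSO vehicle for no effect and reference control for full effect; nearly all actives have a fitted effect of over 55% in size; some results filed as inactive show a strong effect at the top dose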
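Steps: raffinose overnight preculture; dilution to OD 0.005 in 2% galactose minimal medium; compound addition (concentration series); 24hr at 30C, 99% humidity; absorbance read at 600 nm.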
D3 ag: qHTS of D3 Dopamine Receptor Agonist: qHTS | D(3) dopamine receptor (Homo sapiens), P35462 | D3R DiscoveRx beta-arrestin cells, luminescence, 90 min | max activation, % | 410,000 tested, 0.58% active | AID 652048, 2013; in the data active = max activation above about 30%; also: 0% is about no effect; mostly tested at two doses, the higher about 12 µM
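Agonist-mode cell screen: cells plated at 1500/well and incubated overnight at 37 °C, then exposed to library compounds for 90 min at 37 °C. Detection reagent was added for 30–60 min at room temperature, and luminescence was read.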
aSyn rescue: qHTS of alpha-syn Inhibitors; Yeast expressing alpha-synuclein, growth rescue, BacTiter-Glo, 24 h; Potency, µM (highest dose often 46.1 µM), for the others: at the highest dose growth rescue (activation), most hits filed as activators; 370,000 tested, 0.14% active; also: potency is read from the fitted curve at half-maximal effect; % of control where 0% means no effect; nearly all actives have a fitted effect of over 65% in size
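Galactose-induced alpha-syn yeast (OD600=0.02, raffinose-pregrown) + pinned cpd, 24 hr, 30 deg C; growth by BacTiter-Glo luminescence. Growth restoration scores as activation.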
EPAC2 agonist: qHTS for Agonist of cAMP-regulated guanine nucleotide exchange factor 4 (EPAC2): primary screen; Rap guanine nucleotide exchange factor 4 (Homo sapiens), Q8WZA2; Potency, µM (titrated, usually from 154 µM), inactives show at the top dose activation, usual class: activators; 360,000 tested, 0.079% active; EPAC2 activation, biochemical qHTS; response scale: 100% = 6.5 mM cAMP response; also: potency is read from the fitted curve at half-maximal effect; nearly all actives have a fitted effect of over 50% in size
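qHTS, titration series. 100 nM EPAC2 / 250 nM Rap1B-BODIPY-GDP / 50 uM GDP; RT; ex 480/em 540 nm, 5-min reads to 30 min. Norm. to 6.5 mM cAMP = activation.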
TDP-43 yeast inh: qHTS of TDP-43 Inhibitors | TDP-43 expressing yeast growth rescue, BacTiter-Glo, 24 h | AID 652104, 2013 | Potency, µM (highest dose often 46.1 µM), for inactives: at the highest dose growth rescue (activation), actives largely listed as activators | 410,000 tested, 1.8% active; also: potency is read from the fitted curve at half-maximal effect; % of control where 0% means no effect; nearly all actives have a fitted effect of over 50% in size
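Growth rescue of TDP-43-toxic yeast measured as ATP luminescence (BacTiter-Glo). Cells grown to mid-log in raffinose, induced in galactose at OD600=0.02, exposed to compound 24 hr at 30 deg C.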
Numbers without * were called inactive; ? = inconclusive; nt = not tested or not shown; [ ] = remark or other dose. Unless noted, calls follow the shape of the dose curve; as a rule, active = well fitted curve in the direction sought with a large enough effect; inconclusive = small, poorly fitted or top-dose-only effect, or another doubt; inactive = no such curve, though single readings can be large; an effect the other way counts as inactive or inconclusive. These rows are one share of the data, so the mix of outcomes need not match the whole.

Values in the order: Abeta rescue, DRD3 antagonist, EPAC2 antag, FUS suppressor, D3 ag, aSyn rescue, EPAC2 agonist, TDP-43 yeast inh
> COc1ccc(CN2CCN(C(=O)c3ccco3)CC2)cc1OC
→ -9%, -25, 3%, -19%, 45*, -10%, 17%, 18%
> Cc1cccc(NC(=O)C2CCCN(c3ncnc4c3nc3n4CCCCC3)C2)n1 (stereo unspecified)
→ -6%, 37, -10%, -13%, 8, -3%, 19%, ?
> C/C(=N\NC(=O)CC#N)c1cc2ccc(O)cc2oc1=O
→ 18%, 4, 241%[activator], 8%, 0, -3%, 112µM*, 5%
> O=C(COc1ccccc1-c1ccccc1)Nc1ccc(S(=O)(=O)NCc2ccco2)cc1
→ 6%, 25, 0%[57.1 µM], 35%, 8, 3%, 3%, 1%
> O=C(NCc1ccc(F)cc1)c1ccc2nc(N3CCCCC3)sc2c1
→ -21%, nt, nt, 44%, 4, nt, nt, 3%
> CC(Sc1nccn1C)C(=O)NC1(C#N)CCCCC1 (stereo unspecified)
→ -11%, -1, 8%, -8%, -7, -3%, 14%, 7%
> CC1(C)CC(=O)C=C(c2ccccc2CO)C1=O
→ 0%, 16, 3%, -7%, 3, 0%, 0%, 2%
> Cc1nc([N+](=O)[O-])cn1Cc1cccc2ccccc12
→ 22%, 8, -22%, -17%, 3, 13%, -4%, 0%
> COc1ccc(NC(=O)c2cc(S(=O)(=O)N3CCCCC3)ccc2C)cc1S(=O)(=O)N1CCOCC1
→ -1%, -52*, 8%, 46%, -6, -3%, 7%, -15%
> CCOc1ccc(NC(=O)CN(Cc2ccccc2)S(C)(=O)=O)cc1
→ 8%, 0, -2%, 5%, 0, 0%, -14%, 16%
> CCOc1ccc(CNC(=O)c2ccc3[nH]c(C)c(C)c3c2)cc1OC
→ 1%, nt, nt, 31%, 4, nt, nt, 14%
> CCCCN(Cc1ccccc1)C(=O)C1CCN(Cc2sccc2C)CC1
→ 10%, -67*, 5%, nt, -30, -4%, 4%, 4%
> NC(=O)[C@@H]1CCCN1Cc1nc(Cc2cccc(C(F)(F)F)c2)no1
→ -7%, 1, 3%, -9%, -6, -7%, 1%, -7%
> O=C(ONC(=O)C1C2C=CC(C2)C1C(=O)NOC(=O)c1ccccc1)c1ccccc1 (stereo unspecified)
→ -21%, -5, -12%, 1%, 4, -29%, -4%, -75%[inhibitor]
> O=C(NCC1CCCO1)c1cccs1 (stereo unspecified)
→ -2%, -13, -3%, 0%, -5, -2%, 9%, -7%
> CN(C(=O)c1cccc(NC(=O)Cc2ccc(NC(=O)C3CCCN(C(=O)C4CCCC4)C3)cc2)c1)C1CCCC1 (stereo unspecified)
→ 0%, -20, 14%, ?, -24, -1%, 11%, 5%
> Cc1ccc(NCN2C(=O)C3CC=C(Cl)CC3C2=O)cc1 (stereo unspecified)
→ 5%, -11, 6%, 8%, -4, 0%, 3%, -1%
> CCCn1c(N)c(C(=O)CSc2nnnn2-c2ccc(O)cc2)c(=O)n(C)c1=O
→ 2%, 39, 16%, 31%, -5, 0%, -2%, -2%
> CCc1nc2oc(C(=O)c3ccccc3)c(N)c2c2c1COC(C)(C)C2
→ 6%, 0, 8%, -8%, 1, 5%, -2%, 8%
> CC12CCC(=O)N1C(C(=O)Nc1ccc(F)c(F)c1F)CS2 (stereo unspecified)
→ 2%, 8, 7%, -2%, -3, 1%, 2%, -9%
> Cc1c(NC(=O)COC(=O)CCC(=O)c2ccc(Cl)cc2)c(=O)n(-c2ccccc2)n1C
→ 5%, -1, 1%, 12%, -5, 2%, 6%, -2%
> COc1ccccc1N1CCN(C2=CC(=O)CCC2)CC1
→ 5%, ?, 2%, 11%, -31, 3%, 6%, -7%
> COc1ccc(OC)c(CN2CCN(S(=O)(=O)c3ccc(NC(C)=O)cc3)CC2)c1
→ -7%, 0, 0%, 5%, -5, 2%, 6%, -9%
> COc1ccc(OCC(=O)Nc2ccccc2C(=O)Nc2ccc(C(=O)O)cc2)cc1
→ 5%, 12, 9%, nt, 2, 2%, 3%, -16%
> CCN(CC)S(=O)(=O)c1cc(NS(=O)(=O)c2cccc(Cl)c2Cl)ccc1C
→ 12%, 17, -2%, 32%, 9, 1%, 2%, 0%
> CC(C)(C)c1cc(C(=O)CCN2CCOCC2)cc(C(C)(C)C)c1O
→ -25%, -7, -12%, 3%, -22, -10%, 11%, -2%
> Cc1ccc(-n2ncc(C(=O)NCCCN3CCN(c4cccc(Cl)c4)CC3)c2-n2cccc2)cc1
→ 1%, nt, nt, 16%, 2, nt, nt, -2%
> O=C1CCN(CCc2ccccc2)CCN1[C@H](COc1ccccc1)c1ccccc1
→ 2%, -3, -21%, 0%, -32, -1%, 3%, 9%
> CC(C)C1N=C2c3ccccc3N=C(SCC(=O)NCc3ccc(Cl)cc3)N2C1=O (stereo unspecified)
→ -11%, nt, nt, 24%, -6, nt, nt, 21%
> Cc1ccc2cc(C=O)c(N3CCOCC3)nc2c1C
→ -23%, 38, -8%, 0%, 8, -9%, 9%, ?

10 of the compounds above, with tabs:
canonical_smiles	Abeta rescue	DRD3 antagonist	EPAC2 antag	FUS suppressor	D3 ag	aSyn rescue	EPAC2 agonist	TDP-43 yeast inh
Cc1c(NC(=O)COC(=O)CCC(=O)c2ccc(Cl)cc2)c(=O)n(-c2ccccc2)n1C	5%	-1	1%	12%	-5	2%	6%	-2%
COc1ccccc1N1CCN(C2=CC(=O)CCC2)CC1	5%	?	2%	11%	-31	3%	6%	-7%
COc1ccc(OC)c(CN2CCN(S(=O)(=O)c3ccc(NC(C)=O)cc3)CC2)c1	-7%	0	0%	5%	-5	2%	6%	-9%
COc1ccc(OCC(=O)Nc2ccccc2C(=O)Nc2ccc(C(=O)O)cc2)cc1	5%	12	9%	nt	2	2%	3%	-16%
CCN(CC)S(=O)(=O)c1cc(NS(=O)(=O)c2cccc(Cl)c2Cl)ccc1C	12%	17	-2%	32%	9	1%	2%	0%
CC(C)(C)c1cc(C(=O)CCN2CCOCC2)cc(C(C)(C)C)c1O	-25%	-7	-12%	3%	-22	-10%	11%	-2%
Cc1ccc(-n2ncc(C(=O)NCCCN3CCN(c4cccc(Cl)c4)CC3)c2-n2cccc2)cc1	1%	nt	nt	16%	2	nt	nt	-2%
O=C1CCN(CCc2ccccc2)CCN1[C@H](COc1ccccc1)c1ccccc1	2%	-3	-21%	0%	-32	-1%	3%	9%
CC(C)C1N=C2c3ccccc3N=C(SCC(=O)NCc3ccc(Cl)cc3)N2C1=O (stereo unspecified)	-11%	nt	nt	24%	-6	nt	nt	21%
Cc1ccc2cc(C=O)c(N3CCOCC3)nc2c1C	-23%	38	-8%	0%	8	-9%	9%	?

Later entries:
Values in the order: Abeta rescue, DRD3 antagonist, EPAC2 antag, FUS suppressor, D3 ag, aSyn rescue, EPAC2 agonist, TDP-43 yeast inh
> Cc1cc(C)cc(OCc2nnc(SCC(=O)c3ccccc3)o2)c1
→ 21%, -1, 1%[57.1 µM], 20%, 2, 3%, 11%, 25%
> c1cc(Nc2ncnc3sc4c(c23)CCC4)ccn1
→ 8%, 4, 8%, -1%, -10, 2%, 4%, -8%
> CN(C)CCNC(=O)C(C(=O)c1ccccc1)n1ccccc1=O (stereo unspecified)
→ -5%, ?, -6%, -7%, 1, 3%, 7%, 22%
> CCOC(=O)CN1N=C(/C=C/c2ccc(OC)cc2)CCC1=O
→ 6%, 5, -3%, -18%, 3, 2%, 4%, 26%
> Cc1ccccc1NC(=O)c1ccco1
→ -1%, 8, 11%, -6%, 10, 3%, 4%, 13%
> CCN1CCN(c2ccc(N=Cc3ccc(O)cc3O)cc2)CC1
→ -23%, -10, 5%, -5%, 0, -13%, 5%, 14%
> Cc1sc2ncn(CC(=O)N3CCN(c4ccccc4)CC3)c(=O)c2c1S(=O)(=O)N1CCN(c2ncccn2)CC1
→ 8%, nt, nt, 24%, 6, nt, nt, 15%
> Cc1ccc(S(=O)(=O)Nc2cc(S(=O)(=O)N3CCCCC3)ccc2N2CCOCC2)cc1
→ -4%, -20, 4%, -5%, 4, -2%, -2%, -18%
> COc1ccc(Oc2nc(SC)nc3ccccc23)cc1
→ 6%, 0, -2%, -13%, 2, -1%, 2%, 22%
> COc1ccc(N(CC(=O)NC2CCCC2)C(=O)Cn2nnc(-c3ccc(OC)c(OC)c3)n2)cc1
→ 0%, -1, -16%, 7%, -2, 1%, 0%, 4%[9.22 µM]
> Cc1cccc(OCCNC(=O)CSc2ccc(C(F)(F)F)cc2[N+](=O)[O-])c1
→ -8%, 3, 7%, -8%, -1, 8%, -16%, 14%
> COc1ccc(-c2nn3c(-c4ccccc4)nnc3c3ccccc23)cc1
→ -17%, nt, nt, 6%, 0, nt, nt, 15%
> COC(=O)c1cccc(NC2=NS(=O)(=O)c3ccccc32)c1
→ 1%, nt, nt, -20%, 3, nt, nt, 16%[9.22 µM]
> CCOc1ccccc1NC(=O)c1cnc2n(c1=O)CCS2
→ 4%, 1, -3%, -3%, 2, -10%, 6%, 8%
> CCOc1ccccc1C(=O)N[C@H](C(=O)OCc1csc(CC(=O)Nc2ccc(C)cc2)n1)C(C)C
→ 7%, -7, -19%, 35%, -15, 6%, 2%, -3%
> CCCn1c(SCC(=O)NNC(=O)c2ccc(C)cc2)nnc1C(C)C
→ -15%, 1, 9%, 19%, -2, -6%, 2%, 0%
> COc1ccc(OCC(=O)N2CCN(C(=O)Cc3ccccc3)CC2)cc1
→ 0%, -13, -3%, 21%, -4, 5%, 4%, 0%
> O=C(NCCc1nc2ccccc2n1Cc1ccc(Cl)cc1)c1ccccc1
→ 13%, nt, nt, 17%, -4, nt, nt, 31%

High-throughput results: PubChem BioAssay, National Center for Advancing Translational Sciences (NCATS)
